bIAP inhibitor = blocks bovine intestinal alkaline phosphatase activity; purified bovine IAP, CDP-star luminescence, 30 min; inhibition, % at 20 µM; 190,000 tested, under 10 active;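 active = over 50% inhibition of intestinal alkaline phosphatase at 20 µM in the single-dose screen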
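System: Purified bovine intestinal alkaline phosphatase (IAP) enzyme | Input: IAP diluted 1/65,000,000 in the well | Also added: CDP-star chemiluminescent phosphatase substrate, 30 µM final | Dosing: 20 µM single dose | Times: Enzyme reaction for 30 min at room temperature | Detection: Luminescence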
PPARg SRC2 recr = promotes SRC-2 coactivator recruitment by human PPARgamma. P37231. activation, % at 8 µM. PPARgamma LBD-SRC-2 recruitment, biochemical. hit rate 0.34% among 200,000; in the data active = activation above about 22%;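 note: 0% = vehicle and 100% = reference agonist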
PPARg SRC3 recr = PPARgamma-driven SRC-3 recruitment agonism; biochemical PPARgamma/SRC-3 coactivator recruitment assay; AID 731; hit rate 0.26% among 200,000; activation, % at 8 µM; in the data active = activation above about 23%;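 note: 0% = DMSO and 100% = reference agonist; some compounds past the cut are filed as inactive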
L major viab = reduces viability of Leishmania major promastigotes; resazurin fluorescence viability; inhibition, % at 10 µM; hit rate 9% among 200,000; in the data active = inhibition above about 50%;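 note: promastigotes grown with compound for 44 hours at 28 °C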
TR-FRET SRC-2 ct = counter-screen for PPARgamma SRC-2 recruitment agonists: TR-FRET artefact | hit rate 0.4% among 200,000 | hits give high values | TR-FRET ratio at 8 µM; in the data active = TR-FRET ratio above about 2000; note: inactives centre near 1500; reference of the scale not given here
PPARg SRC-1 ag = agonists of human PPARgamma SRC-1 coactivator recruitment. P37231. PPARgamma-SRC-1 coactivator recruitment biochemical assay. activation, % at 8 µM. hit rate 0.41% among 200,000. AID 631; in the data active = activation above about 19%;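 note: 0% = DMSO and 100% = reference agonist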
HMGR II inh = E. faecalis class II HMG-CoA reductase inhibition | purified E. faecalis HMGR, NADPH absorbance 340 nm kinetic | inhibition, % at 10 µM | hit rate 0.41% among 190,000 | AID 1066;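 active = inhibition above a set limit, the median over all tested compounds plus 3 SD, cut at about 9.5% in these data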;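 note: enzyme runs in reverse so mevalonate oxidation gives rising NADPH absorbance; 0% = complete reaction with DMSO and 100% = background rate lacking mevalonate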
RAM network inh = yeast RAM network inhibition. S. cerevisiae dse1pr::URA3 reporter, 5-FOA growth OD615, 2 d; analog-sensitive cbk1-as2 kinase mutant strain. inhibition, % at 50 µM. hit rate 1.8% among 190,000;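 active = inhibition above a set limit, 3 SD over mean compound inhibition, cut at about 8.4% in these data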;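 note: 0% = DMSO-only wells with no growth and 100% = 10 µM 1-NA-PP1 full growth; inhibition rescues growth on 5-FOA so higher OD means more RAM inhibition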
S1P3 antagonist = blocks the human S1P3 receptor; hit rate 0.27% among 170,000; AID 485; inhibition, % at 4.98 µM; CHO S1P3 NFAT-BLA reporter, FRET fluorescence, antagonist mode;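 active = inhibition above the plate cutoff, the mean inhibition of test wells on that plate plus 3 SD, cut at about 28% in these data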;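 note: cells challenged with S1P at its EC80 of 0.8 µM; blue over green emission ratio from cleaved BLA substrate after 4 h stimulation; 0% = S1P-stimulated wells and 100% = unstimulated DMSO-only wells; some compounds past the cut are filed as inactive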
Target sequence (Q99500 whole entry, looked up): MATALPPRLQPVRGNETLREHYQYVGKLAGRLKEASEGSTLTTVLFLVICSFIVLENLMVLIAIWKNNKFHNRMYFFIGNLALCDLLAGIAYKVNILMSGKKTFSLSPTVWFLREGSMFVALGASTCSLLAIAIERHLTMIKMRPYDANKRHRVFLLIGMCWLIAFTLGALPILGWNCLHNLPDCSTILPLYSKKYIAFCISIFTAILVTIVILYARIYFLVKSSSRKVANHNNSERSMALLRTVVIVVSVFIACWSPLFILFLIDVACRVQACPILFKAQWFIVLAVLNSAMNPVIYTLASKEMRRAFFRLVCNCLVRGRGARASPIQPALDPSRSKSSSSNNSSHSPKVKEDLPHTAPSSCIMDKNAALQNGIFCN
ROMK mod = modulators of human ROMK potassium channel. P48048. Tet-inducible ROMK, thallium flux fluorescence; actives lie on both sides. B-score at 10 µM. hit rate 2% among 130,000. AID 1918;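 active = signal ratio slope over the read window, or its plate-corrected B-score, at least 3 SD from the plate mean, either direction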;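 note: B-score of the F/F0 ratio slope over 7 to 12 s after thallium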
Target sequence (P48048 whole entry, looked up): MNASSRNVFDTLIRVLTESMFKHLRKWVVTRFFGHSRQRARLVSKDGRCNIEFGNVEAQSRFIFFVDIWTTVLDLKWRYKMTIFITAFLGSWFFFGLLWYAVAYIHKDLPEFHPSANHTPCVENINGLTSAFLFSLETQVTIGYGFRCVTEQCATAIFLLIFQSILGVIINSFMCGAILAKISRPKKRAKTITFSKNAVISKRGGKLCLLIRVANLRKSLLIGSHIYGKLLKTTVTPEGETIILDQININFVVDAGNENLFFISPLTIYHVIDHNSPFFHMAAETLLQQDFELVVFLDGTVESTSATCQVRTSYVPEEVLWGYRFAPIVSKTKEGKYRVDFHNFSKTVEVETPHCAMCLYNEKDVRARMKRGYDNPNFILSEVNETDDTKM
Redox H2O2 prof = compounds producing H2O2 with reducing agent – biochemical, NIH compound library profiling, artefact control for MLSCN library redox annotation, primary screen. DTT-dependent redox cycling H2O2, phenol red/HRP absorbance; 100% = 100 µM peroxide control, 0% = buffer. activation, % at 10 µM. hit rate 0.03% among 200,000;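 active = activation of at least 50% relative to the plate's high and low controls in the primary single-dose screen; inactive = activation below 50%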;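 note: compound incubated with DTT at 0.8 mM final as the reducing agent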
Numbers without * were called inactive; . = no result given; & = joins results of further samples.

Sequence of screens: bIAP inhibitor	PPARg SRC2 recr	PPARg SRC3 recr	L major viab	TR-FRET SRC-2 ct	PPARg SRC-1 ag	HMGR II inh	RAM network inh	S1P3 antagonist	ROMK mod	Redox H2O2 prof
- CC(C)COC(=O)N(C)c1ccc(C(O)(C(F)(F)F)C(F)(F)F)cc1
    6	4	3	100*	1541	6	-4	1.2	16	.	-3.2
- O=[N+]([O-])c1ccc(CSc2nc3ccccc3o2)cc1
    12	6	-1	6	1610	-2	0	1.9	.	-0.29	-3.4
- CC(C)(C)c1cc(CN2CCCC(O)C2)c(O)c(C(C)(C)C)c1 (stereo not drawn)
    -14	10	-8	29	1601	10	-1	2.0	-10	0.067	-3.4
- COc1cccc(-c2ccc(SCC(=O)NCCc3ccccc3)nn2)c1
    -3	1	4	13	1664	4	-1	1.8	-14	-0.59	-0.3
- CCN1CNC(=S)N(CCc2ccccc2)C1
    0	0	-2	-10	1438	4	-4	0.4	-7	0.14	-0.1
- O=C(NC1CCc2ccccc21)C12CN(Cc3ccccc3)CC1C(c1cccc([N+](=O)[O-])c1)=NO2 (stereo not drawn)
    0	-4	-3	58*	1553	4	0	1.2	.	.	-2.4
- c1ccc2sc(N3CCN(Cc4nnnn4CC4CCCO4)CC3)nc2c1 (stereo not drawn)
    -9	11	-5	-2	1464	10	-4	1.0	-50	.	-2.4
- CC(=O)c1cc2c(cc1NC(=O)Nc1cccc(Cl)c1)OCCO2
    11	3	-2	3	1563	-2	2	2.1	15	.	1.3
- CC(=O)Nc1ccc2c(COC(=O)CC3Sc4ccccc4NC3=O)cc(=O)oc2c1 (stereo not drawn)
    2	-1	-1	1	1342	-6	1	5.6	-1	-0.5	0.0
- O=C(NCCCn1ccnc1)/C(=C/c1ccco1)NC(=O)c1cccs1
    -10	16	-2	5	1639	6	4	2.1	9	.	-0.4
- COc1ccc(OC)c(NC(=O)CSc2ncccc2C(=O)O)c1
    7	2	1	-1	1461	-1	-3	0.9	19	0.36	-2.7
- CCOC(=O)c1sc(-c2ccc(OC)cc2)cc1NC(C)=O
    -27	22*	14	-3	1849	18	1	18*	-6	-0.04	-0.1
- COc1ccc2c(c1OC)CN1CCc3cc4c(cc3[C@@H]1[C@@H]2O)OCO4
    22	1	2	-1	1483	4	4	-0.4	-13	-0.4	0.3
- COc1ccc(NC(=O)Nc2nc3c(s2)CCCC3)cc1
    8	2	1	54*	1517	1	-1	1.9	-5	.	0.4
- CCn1cc(C(=O)O)c(=O)c2cc(F)c(N3CCNCC3)cc21
    -2	5	1	-7	1529	9	9	-0.8	2	.	-0.2
- CC(=O)c1ccc(N2CCCCCC2)c(F)c1
    25	-3	4	0	1683	7	0	-0.9	-46	0.0033	0.6
- CCOc1ccc(NC(=O)CCn2c(=O)[nH]c3ccsc3c2=O)cc1
    4	-2	3	-1	1322	7	2	-0.3	.	0.39	0.1
- Nc1cccc2c1C(=O)N(C(=O)c1ccc(Cl)c(S(=O)(=O)N3CCCCCC3)c1)C2=O
    0	1	0	1	1558	4	-4	-0.7	.	-0.22	0.2
- CN(C)/C=C/C(=O)c1ccc(S(=O)c2ccccc2)cc1 (stereo not drawn)
    -2	-4	-3	-4	1480	-6	2	4.8	-13	0.13	-0.9
- COc1ccc(OC)c(NC(=O)C(C)Oc2ccc(Br)cc2)c1 (stereo not drawn)
    6	7	3	34	1592	-1	-3	2.8	-10	-0.73	-0.1
- CN(C)CCN1CC(C(=O)O)CC1=O (stereo not drawn)
    -4	0	-16	-5	1674	4	0	0.9	-28	0.47	2.1
- Cc1ccc(NCc2ccc(O)c3ncccc23)cc1
    -23	-6	0	10	1490	8	-6	0.8	-20	.	-0.1
- CCc1cc(=O)oc2cc(C)c(CN3CCCC3)c(O)c12
    -2	5	0	-2	1563	11	0	0.7	.	-1.7	0.7
- Cc1nc(NC(=O)c2ccc(OCC(C)C)cc2)sc1Cc1ccc2c(c1)OCO2
    1	-5	-1	30	1495	-13	2	5.4	-11	0.4	0.1
- CCCNC(=O)CN1C(=O)NC(CCc2ccccc2)C1=O (stereo not drawn)
    -5	-5	-2	-7	1506	-4	12*	-0.7	-11	0.58	0.1
- C=CCn1c(CCNC(=O)C(C)(C)C)nc2ccccc21
    5	0	-3	-5	1592	1	0	1.2	.	.	-2.1
- CCN(CC)c1ccc(/C=N/Nc2nc(C)cc(=O)[nH]2)c(O)c1
    8	14	8	99*	1553	2	8	0.8	3	1.8	-0.3
- CC(C)C(=O)Nc1ccc(C(=O)c2ccccc2)cc1
    -8	1	1	99*	1613	2	-6	0.6	.	.	1.1
- Cc1c(NC(=O)c2cc3nc(-c4ccc(Br)cc4)cc(C(F)(F)F)n3n2)c(=O)n(-c2ccccc2)n1C
    5	-1	8	1	1644	2	-11	2.9	.	.	2.5
- O=C(Nc1nc2cc(Cl)ccc2s1)C1CCCN(S(=O)(=O)c2cccc3cccnc23)C1 (stereo not drawn)
    3	16	5	38	1750	8	-4	4.1	.	.	-2.6

Ordered by number of heavy atoms (ascending): three of the compounds above
Sequence of screens: bIAP inhibitor	PPARg SRC2 recr	PPARg SRC3 recr	L major viab	TR-FRET SRC-2 ct	PPARg SRC-1 ag	HMGR II inh	RAM network inh	S1P3 antagonist	ROMK mod	Redox H2O2 prof
- CCc1cc(=O)oc2cc(C)c(CN3CCCC3)c(O)c12
    -2	5	0	-2	1563	11	0	0.7	.	-1.7	0.7
- Cc1nc(NC(=O)c2ccc(OCC(C)C)cc2)sc1Cc1ccc2c(c1)OCO2
    1	-5	-1	30	1495	-13	2	5.4	-11	0.4	0.1
- Cc1c(NC(=O)c2cc3nc(-c4ccc(Br)cc4)cc(C(F)(F)F)n3n2)c(=O)n(-c2ccccc2)n1C
    5	-1	8	1	1644	2	-11	2.9	.	.	2.5

Later entries.
Sequence of screens: bIAP inhibitor	PPARg SRC2 recr	PPARg SRC3 recr	L major viab	TR-FRET SRC-2 ct	PPARg SRC-1 ag	HMGR II inh	RAM network inh	S1P3 antagonist	ROMK mod	Redox H2O2 prof
- COc1ccc(OC)c(C(=O)c2oc3ccccc3c2NC(C)=O)c1
    5	-4	3	1	1440	-1	3	0.1	17	.	-0.7
- O=C(N/N=C/c1cc2c3c(c1O)CCCN3CCC2)c1ccccc1O
    5	9	1	100*	1422	-3	-1	6.6	14	.	0.2
- COc1ccc(/C(N)=N/OC(=O)c2ccc([N+](=O)[O-])c(C)c2)cc1OC
    -12	4	0	13	1537	3	1	0.0	9	2.4	-0.5
- O=C(O)c1cc(-c2ccco2)nc2ccc(Br)cc12
    11&15	22	16	-1	2007*	18	-5&-4	1.8&2.7	-10	0.047	-0.2
- c1ccc(Cc2noc(CN3CCN(CCOc4ccccc4)CC3)n2)cc1
    1	2	1	75*	1358	12	1	1.4	-3	-0.0001	-1.2
- CN(C)S(=O)(=O)N1CCN(C(=O)N2CCOCC2)CC1
    8	4	3	-4	1550	3	-3	-0.7	.	0.7	0.8
- Cn1cc(SCC(=O)NCC2CCCO2)c2ccccc21 (stereo not drawn)
    15	.	.	-3	.	.	1	0.8	-20	.	-1.6
- Clc1ccc(-n2nnnc2-c2ccccc2)cc1
    40	13	-1	-7	1670	-1	-5	-0.4	15	-1	-0.5
- COc1ccccc1/C=N/NC1=NCCCCC1
    6	5	-12	2	1583	5	0	1.6	.	.	2.6
- Cc1cccc(NC(=O)C2CCN(S(=O)(=O)c3cccs3)CC2)c1
    25	2	1	41	1473	4	-4	0.7	.	-1.7	0.3
- O=C(N/N=C/c1ccc([N+](=O)[O-])o1)c1cn(-c2ccccc2)nc1-c1ccc(Cl)cc1
    11	5	3	76*	1502	12	2	2.4	5	0.83	0.1
- CCCNC(=O)COC(=O)/C=C/c1cccc(F)c1
    0	-5	3	-5	1510	5	-3	2.2	-7	-0.32	-0.4
- Cc1nc2ccccc2nc(C)c1=NOCc1ccc(Cl)cc1Cl
    -17	1	-4	8	1496	-2	-1	0.0	1	0.12	-0.1
- COc1cccc(C(=O)CN(C(=O)c2ccc(Cl)cc2Cl)N2C(=O)c3ccccc3C2=O)c1
    6	-3	-3	41	1568	-1	-5	5.5	4	.	0.1
- CC(Oc1ccccc1Br)C(=O)N1CCc2ccccc21 (stereo not drawn)
    10	-12	-3	9	1612	2	0	0.7	22	.	1.8
- COc1ccc(CNC(=O)C(C)c2ccc([N+](=O)[O-])cc2)cc1 (stereo not drawn)
    10	-4	-4	-1	1456	-5	3	1.8	-10	-0.74	-0.4
- COC(=O)c1ccc(C)c(NC(=O)CCc2cc(OC)c(OC)c(OC)c2)c1
    8	0	1	-5	1505	1	-6	3.1	-20	.	0.2
- CC(C)N1C(=O)CCC1C(=O)NCc1cccs1 (stereo not drawn)
    1	-5	-9	-7	1623	-1	-1	0.4	-4	1.4	-0.4
- Cn1ncc(C#N)c1NC(=O)c1cc(-c2ccccc2Cl)on1
    4	15	-1	-10	1707	-2	1	0.9	.	.	-3.5
- O=C(O)c1cnn2c1NC(c1cccs1)CC2C(F)(F)F (stereo not drawn)
    4	-2	0	-6	1536	0	0	-0.1	-21	-0.058	1.7
- O=c1[nH]cnc2sc(-c3ccccc3)cc12
    17	7	6	-4	1710	10	-3	0.5	.	.	0.4
- CCc1ccc(C(=O)COC(=O)CNC(=O)COc2ccccc2)cc1
    -2	-4	3	-7	1492	-1	2	0.3	-2	0.053	-0.3
- Cc1cc(C(=O)N2CCCC(C(=O)c3cccc4ccccc34)C2)nc(C)n1 (stereo not drawn)
    4	-9	-2	11	1447	3	-7	-1.2	-1	0.85	1.1
- Cc1nnn(C23CC4CC(CC(C4)C2)C3)n1
    -2	-5	-1	-2	1363	-2	-7	0.9	-7	0.78	0.9
- NNC(=O)Cn1c(COc2ccc(Cl)cc2)nc2ccccc21
    -17	11	0	-4	1726	4	2	0.3	-8	0.42	-0.7

Compound activity deposited in PubChem by several laboratories.
